# Assay outcomes deposited in PubChem by several laboratories.
# MEKK2mut PB1 HTS – signal of MEK5 binding to mutant human MEKK2 PB1 domain; 290,000 tested, 0.35% active; bead flow cytometry, Alexa488-MEK5 binding to MEKK2 mutant; AID 1530; percent response, % at 10 µM; in the data active = percent response above about 24%, passing the limit was not always enough; note: inactives centre near 1; some results filed as inactive read as strong as hits
# NALP1 inh – blocks the NALP1 inflammasome reconstituted in yeast | S. cerevisiae NALP1/ASC/caspase-1 growth, X-gal OD620, 72 h | inhibition, % at 10 µM | 280,000 tested, 0.61% active | AID 2071; in the data active = inhibition mostly above about 24%, no sharp cut-off; inactive = mostly below about 32%; note: some compounds called inactive have numbers as strong as hits
# VIM-2 inhibitor – inhibitors of Pseudomonas aeruginosa VIM-2 metallo-beta-lactamase | 290,000 tested, 0.89% active | AID 1527 | purified VIM-2, nitrocefin hydrolysis, epi-absorbance fluorescence | inhibition, % at 5.6 µM;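 active = inhibition above the mean of all tested compounds plus 3 SD, cutoff set per screening run, cut at about 7.5% in these data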;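 note: red hydrolysis product quenches plate fluorescence so inhibitors raise well fluorescence; 0% = enzyme with DMSO and 100% = DMSO without enzyme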
# MEKK2 WT-MEK5 – raises or lowers MEK5 binding to wildtype human MEKK2 PB1 domain; Q9Y2U5; 290,000 tested, 1.1% active; binding response (% of control), % at 10 µM; bead flow cytometry, Alexa488-MEK5 binding to MEKK2 WT; actives lie on both sides; in the data active = binding response below about 67% or above about 130%
# SUMO HTRF inh – inhibitors of human SUMOylation (UBC9); P63279; HTRF SUMOylation assay, SAE1/SAE2 + UBC9, in vitro; inhibition, % at 35 µM; 290,000 tested, 0.36% active; AID 2006; in the data active = inhibition above about 50%, passing the limit was not always enough; note: strong numbers were not always called active
# Target sequence (P63279 whole entry, looked up): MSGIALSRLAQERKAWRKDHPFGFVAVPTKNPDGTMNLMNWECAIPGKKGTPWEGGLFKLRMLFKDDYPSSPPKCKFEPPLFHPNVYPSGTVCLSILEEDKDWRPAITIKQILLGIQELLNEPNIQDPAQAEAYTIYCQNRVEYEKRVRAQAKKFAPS
# NS3 helicase inh – blocks Hepatitis C virus NS3 helicase unwinding. inhibition, % at 10.9 µM. NS3 helicase DNA unwinding, Cy5 molecular beacon fluorescence. AID 1800. 290,000 tested, 0.56% active;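 active = inhibition above the mean of all tested compounds plus 3 SD, set per campaign, cut at about 35% in these data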;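 note: 0% = DMSO wells and 100% = thioflavine S control wells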
#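 Assay system – hepatitis C virus NS3 helicase domain fragment enzyme · Buffer or medium – MOPS pH 6.5, MgCl2, DTT, Tween20, BSA · Reagent – Cy5/quencher beacon DNA duplex and ATP to start · Compound – single 10.9 µM dose · Timing – 1 h at 25 °C · Technique – Cy5 beacon fluorescence read at start and 1 h · Measure – % inhibition of unwinding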
# M18AAP inhibitor – PfM18AAP enzyme inhibition; recombinant PfM18AAP, H-Glu-NHMec fluorogenic cleavage; inhibition, % at 7.35 µM; 290,000 tested, 1.2% active;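 active = inhibition above the campaign mean inhibition over all tested compounds plus 3 SD, cut at about 28% in these data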;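 note: 0% = plate median of test compound wells and 100% = 2 mM ZnCl2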
# DNA FID counter – counter-screen for HCV NS3 helicase inhibitors: DNA intercalator displacement | DNA fluorescent intercalator displacement, fluorescence | 290,000 tested, 0.17% active | inhibition, % at 7.9 µM; in the data active = inhibition above about 37%;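 note: 0% = vehicle and 100% = reference compound; higher means more ethidium bromide displaced from hairpin DNA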
# IMP-1 inh – blocks Pseudomonas aeruginosa IMP-1 metallo-beta-lactamase | inhibition, % at 5.6 µM | purified IMP-1, nitrocefin hydrolysis, epi-absorbance fluorescence | 290,000 tested, 0.45% active;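 active = inhibition above the mean plus 3 SD of all compounds in the same screening run, cut at about 4.5% in these data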;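 note: 0% = IMP-1 with DMSO and 100% = DMSO wells lacking enzyme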
#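 System: Purified IMP-1 | Read-out basis: Percent enzyme inhibition | Controls: IMP-1 with DMSO as 0%, enzyme-free DMSO as 100% | Replicates: One well per compound | Doses: 5.6 µM nominal single concentration | Detection: Epi-absorbance fluorescence, 480 nm excitation, 530 nm emission | Incubation: 25 °C, 15 min preincubation, 25 min reaction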
# Starred values were filed as active, the others as inactive; nt = no result given.
SMILES,MEKK2mut PB1 HTS,NALP1 inh,VIM-2 inhibitor,MEKK2 WT-MEK5,SUMO HTRF inh,NS3 helicase inh,M18AAP inhibitor,DNA FID counter,IMP-1 inh
O=C(NCCN1CCOCC1)c1cc(-c2ccc(Cl)s2)nc2ccccc12,12.0,5.3,-1.4,111.0,4.0,-33.2,4.0,4.3,-4.3
O=C(NCC1CCCO1)C(C(=O)c1ccccc1)n1cc(Cl)ccc1=O (stereo not drawn),-1.0,6.2,-3.9,102.0,-0.5,-7.4,16.3,5.3,-2.0
O=C(NCc1ccco1)c1cc([N+](=O)[O-])ccc1N1CCOCC1,1.0,3.3,-2.0,102.0,23.0,5.4,-4.0,2.7,-1.4
COc1cc2cc(CN(CCN3CCOCC3)C(=O)Nc3ccc(F)cc3)c(=O)[nH]c2cc1OC,1.0,-3.2,-1.3,109.0,16.2,6.7,-6.6,-11.2,-2.6
O=C(Nc1cc2cccc([N+](=O)[O-])c2oc1=O)c1cccs1,1.0,-10.5,-0.1,-8.0*,15.0,-4.6,0.1,0.7,-1.9
CC(C)CN1CCN(CCCc2ccccc2)C(CCO)C1 (stereo not drawn),8.0,-14.3,-3.4,104.0,7.1,-0.1,-3.6,-2.3,-2.4
O=C(/C=C/c1ccccc1[N+](=O)[O-])c1ccc(F)cc1,2.0,4.2,-2.1,106.0,8.6,0.4,-5.5,0.5,-1.9
Fc1ccc(NC(=S)N2CCN(c3cccc(C(F)(F)F)c3)CC2)cc1,0.0,22.7,-3.6,98.0,-5.6,2.8,8.4,7.6,-3.8
CC(C)c1ccc(N2CC(C(=O)Nc3nccs3)CC2=O)cc1 (stereo not drawn),4.0,27.6,-2.2,97.0,6.0,-8.6,-1.5,-18.4,-1.6
COc1ccccc1NC(=O)N(Cc1ccc2c(c1)OCO2)Cc1nc2ccccc2c(=O)[nH]1,2.0,-30.0,-4.9,104.0,7.3,4.2,11.2,-0.4,-6.2
COc1cccc(Nc2nc3cc(OC)ccc3cc2C#N)c1,0.0,7.8,-0.4,100.0,20.9,-21.2,-1.9,-5.7,-2.0
Cc1ccc(N=Cc2c(O)c3ccccc3n(C)c2=O)cc1,-6.0,-2.8,3.2,97.0,-7.7,-12.0,1.3,-29.3,-0.6
CCOC(=O)Cn1cnc2c(cnn2-c2ccccc2)c1=O,1.0,10.3,0.3,104.0,-1.0,-6.1,-5.5,-5.7,-0.9
CCOC(=O)Nc1ccc(OC)cc1S(=O)(=O)N1CCCCC1,0.0,nt,-5.7,99.0,33.2,-5.3,-9.1,-14.5,-2.4
CCOc1cc(C)c(C(C)C)cc1S(=O)(=O)NCc1ccccn1,-1.0,nt,-1.6,100.0,-8.3,-3.0,6.3,-20.6,-5.9
CC(C)CC(=O)N(Cc1ccc(F)cc1)C1CCS(=O)(=O)C1 (stereo not drawn),4.0,0.5,-3.5,96.0,5.2,2.6,-1.0,-5.0,-3.4
CCn1c(SCC(=O)Nc2ccc(C(=O)OC)cc2)nnc1-c1cccs1,-3.0,-0.6,-2.1,99.0,-8.3,9.4,-5.1,-19.7,-0.9
CCC(C)NC(=O)/C=C1\Sc2ccccc2NC1=O (stereo not drawn),2.0,29.2,-3.1,109.0,-3.3,8.6,5.5,-9.7,-3.4
COc1ccc(CCNC(=O)CCc2ccc(S(=O)(=O)NCC(C)C)cc2)cc1OC,6.0,-15.3,-1.6,102.0,5.5,2.7,1.0,-23.3,-2.9
CC1(C)Cc2c(sc(/N=C/N3CCCCCC3)c2C#N)C(C)(C)N1,2.0,26.6,-3.0,100.0,9.8,-1.8,-13.1,12.6,-2.8
Cc1cc(-c2ccc(C(C)C)c(S(=O)(=O)N3CCC(C)CC3)c2)on1,-4.0,11.7,0.3,101.0,-16.0,3.6,2.5,-26.1,-1.5
COc1ccc(Br)cc1CNc1ccc2[nH]c(=O)[nH]c2c1,2.0,15.2,-2.0,102.0,13.3,2.2,-48.9,-1.5,-2.6
Cc1[nH]c2ccccc2c1C(c1ccncc1)N1CCN(c2ccc(F)cc2)CC1 (stereo not drawn),0.0,35.2,-2.5,103.0,-17.1,7.6,-6.7,-1.7,-2.1
Cc1cc(C)n2nc(C(=O)N3CCCC(Nc4ccc(C(C)C)cc4)C3)cc2n1 (stereo not drawn),1.0,8.0,-1.5,100.0,8.2,0.2,6.5,-30.5,-1.8
C=CCSc1nc2sc3c(c2c(=O)n1CC=C)CCc1ccccc1-3,11.0,26.0,-1.1,108.0,3.7,-2.8,-1.8,-5.3,-3.1

# Reprinted at random: three compounds from above.
SMILES,MEKK2mut PB1 HTS,NALP1 inh,VIM-2 inhibitor,MEKK2 WT-MEK5,SUMO HTRF inh,NS3 helicase inh,M18AAP inhibitor,DNA FID counter,IMP-1 inh
CCn1c(SCC(=O)Nc2ccc(C(=O)OC)cc2)nnc1-c1cccs1,-3.0,-0.6,-2.1,99.0,-8.3,9.4,-5.1,-19.7,-0.9
Cc1ccc(N=Cc2c(O)c3ccccc3n(C)c2=O)cc1,-6.0,-2.8,3.2,97.0,-7.7,-12.0,1.3,-29.3,-0.6
CCOC(=O)Cn1cnc2c(cnn2-c2ccccc2)c1=O,1.0,10.3,0.3,104.0,-1.0,-6.1,-5.5,-5.7,-0.9

# Returning to the listing with the 2 entries that preceded the break.
SMILES,MEKK2mut PB1 HTS,NALP1 inh,VIM-2 inhibitor,MEKK2 WT-MEK5,SUMO HTRF inh,NS3 helicase inh,M18AAP inhibitor,DNA FID counter,IMP-1 inh
Cc1cc(C)n2nc(C(=O)N3CCCC(Nc4ccc(C(C)C)cc4)C3)cc2n1 (stereo not drawn),1.0,8.0,-1.5,100.0,8.2,0.2,6.5,-30.5,-1.8
C=CCSc1nc2sc3c(c2c(=O)n1CC=C)CCc1ccccc1-3,11.0,26.0,-1.1,108.0,3.7,-2.8,-1.8,-5.3,-3.1
Cc1ccccc1-n1ncc2c(SCC(=O)NCc3cccs3)ncnc21,8.0,22.6,-3.6,104.0,5.7,-2.7,-14.5,-4.3,-3.7
O=C(Cc1c(F)c(F)c(F)c(F)c1F)Nc1nc(-c2ccccc2)cs1,5.0,15.2,-2.3,97.0,-22.8,13.4,2.2,1.2,-3.9
CN(C1CCCCC1)S(=O)(=O)c1ccc(C(=O)N2CCN(c3nc4ccccc4s3)CC2)cc1,-1.0,16.6,1.0,92.0,-2.7,-3.4,26.5,-5.7,1.8
CCc1ccc(C(=O)CSc2nnc(C)c(=O)[nH]2)cc1,4.0,11.2,-1.3,104.0,3.9,-6.0,-6.0,-5.8,-4.7
Cc1cc2oc(C(=O)N(Cc3ccccc3)C3CCS(=O)(=O)C3)cc(=O)c2cc1Cl (stereo not drawn),2.0,3.2,3.9,102.0,0.7,-5.3,-2.1,-45.1,-5.4
CC(=O)c1c(C)cc(C)c(CSc2ccccn2)c1C,2.0,14.1,-0.2,107.0,5.1,-12.1,-13.8,-7.1,0.2
O=C(NCc1nc(-c2ccc(C(F)(F)F)cc2)no1)Nc1ccc(OC(F)(F)F)cc1,2.0,nt,-3.1,113.0,-20.6,-6.1,2.0,1.4,-0.4
CC(C)Oc1cc(N)c(Cl)cc1Cl,-2.0,5.4,-0.4,94.0,-5.9,-8.5,-4.7,10.2,-2.2
N#CC1=C(N)OC2=C(C(=O)CCC2)C1c1ccoc1 (stereo not drawn),-10.0,13.9,-2.9,88.0,11.8,-0.1,4.1,3.7,-1.4
CCOc1ccc2[nH]c3nc(SCC(=O)NCC4CCCO4)nnc3c2c1 (stereo not drawn),3.0,0.5,0.6,108.0,6.3,8.2,2.2,-14.8,-2.1
O=C(/C=C/c1ccc2c(c1)OCCO2)c1ccc(O)cc1,-6.0,9.2,0.1,93.0,10.5,-3.2,7.6,-3.3,-1.4
Cc1nn(C)cc1CNCc1ccc(OCC(O)CN(C)Cc2ccccc2)cc1 (stereo not drawn),-7.0,14.4,-0.1,103.0,-5.3,-6.2,-6.8,31.5,-2.2
O=C(NC1CC2CCCC(C1)N2S(=O)(=O)c1ccccc1)C1CCCCC1 (stereo not drawn),2.0,8.4,-0.9,104.0,14.8,5.3,-1.4,-29.5,-1.6
Cc1cc(C)cc(NC(=S)NN)c1,-9.0,-8.0,-3.2,91.0,1.7,9.5,13.7,-11.7,-2.5
COC(=O)c1ccc2[nH]c(C(C)(C)O)c(C)c2c1,-1.0,-5.5,-0.8,103.0,7.9,7.6,0.9,-6.2,-3.0
Cc1ccc2nc(N(CCCN(C)C)C(=O)c3ccc4ncsc4c3)sc2c1,7.0,13.2,-1.5,123.0,-2.6,-26.9,5.1,33.0,-3.9
COc1ccc(NS(=O)(=O)c2ccc(OCC(=O)N3CCOCC3)cc2)cc1Cl,1.0,16.1,-1.4,102.0,12.3,-0.1,-4.8,-21.9,-0.8
COc1ccc(NC(=S)N2CCN(S(=O)(=O)c3ccc(F)cc3)CC2)cc1OC,5.0,20.0,-1.9,100.0,13.2,14.4,7.7,-13.2,0.0
Cc1ccc(S(=O)(=O)N2CCN(Cc3cc(C(C)C)ccc3O)CC2)cc1,-1.0,14.1,-2.4,97.0,-25.9,0.1,0.9,-7.5,-2.9
Fc1ccccc1N1CCN(C(c2ccncc2)c2nnnn2C2CCCC2)CC1 (stereo not drawn),-16.0,17.2,1.4,81.0,-1.1,-11.5,-2.5,-13.1,-1.4
COc1cc(NC(=O)CN(C)Cc2cccc(F)c2)c(C)cc1[N+](=O)[O-],0.0,8.2,-2.5,112.0,5.8,10.8,-2.0,0.3,-4.5
Cc1ccnc(SCC(=O)N2CCC(C(N)=O)CC2)n1,6.0,3.2,-1.3,102.0,10.0,-2.8,2.7,4.6,-3.0
O=C(CCC(=O)N1CCN(S(=O)(=O)c2cccc(F)c2)CC1)c1cccs1,-2.0,2.5,-2.2,101.0,12.4,-22.8,1.1,-11.4,-2.4
FC(F)(F)c1cccc(CN2CCCCCC2)c1,-4.0,9.7,-1.1,100.0,11.3,-4.8,5.7,1.3,-2.8
COc1ccc(C(=O)Nc2sc3c(c2C(=O)NCc2ccco2)CCCC3)cc1OC,-1.0,3.3,0.4,102.0,27.4,3.4,0.2,-3.0,-1.6
O=C(COc1ccc(S(=O)(=O)NC2CCCCC2)cc1Cl)NCc1cccnc1,1.0,28.5,-2.5,103.0,4.4,-0.1,13.7,-23.7,-3.3

# Part of the list above, showing only SUMO HTRF inh and IMP-1 inh:
mol	SUMO HTRF inh	IMP-1 inh
O=C(COc1ccc(S(=O)(=O)NC2CCCCC2)cc1Cl)NCc1cccnc1	4.4	-3.3
COC(=O)c1ccc2[nH]c(C(C)(C)O)c(C)c2c1	7.9	-3.0
Cc1ccccc1-n1ncc2c(SCC(=O)NCc3cccs3)ncnc21	5.7	-3.7
FC(F)(F)c1cccc(CN2CCCCCC2)c1	11.3	-2.8

# No enrichment for hits. About 4.7% of those tested had a hit in this group.
